# p-CIP stab down: compounds decreasing mouse p/CIP protein stability; Q05BA5; F442A p/CIP-EGFP cells, EGFP fluorescence, 16 h; decrease of EGFP signal, % at 10 µM; 290,000 tested, 0.01% active; AID 1984;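 active means EGFP signal decrease of at least 30% at 10 µM or well 3 SD below plate mean, unless failing retest; inactive means the rest, including hits failing retest or dose response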; further: some compounds called inactive have numbers as strong as hits; many of its hits are not listed in these tables
# IDE inh: cellular human IDE inhibition; 320,000 tested, 0.41% active; inhibition, % at 5.59 µM; AID 434962; HEK cells, FAbetaB cleavage, fluorescence polarization;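 active means percent inhibition above the average of all tested compounds plus 3 SD, set per screening campaign, cut at about 16% in these data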;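 further: IDE supplied by intact live HEK cells; FP after avidin binding of uncleaved biotin substrate so inhibition keeps polarization high; 0% = DMSO wells and 100% = 60 µM reference IDE inhibitor Ii1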
# PfM18AAP inh: blocks P. falciparum M18 aspartyl aminopeptidase; recombinant PfM18AAP, H-Glu-NHMec fluorogenic cleavage; inhibition, % at 7.35 µM; 290,000 tested, 1.2% active; AID 1822;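 active means inhibition above the campaign mean inhibition over all tested compounds plus 3 SD, cut at about 28% in these data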;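 further: 0% = plate median of test compound wells and 100% = 2 mM ZnCl2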
# NALP1 yeast inh: NALP1 inhibition; 280,000 tested, 0.61% active; S. cerevisiae NALP1/ASC/caspase-1 growth, X-gal OD620, 72 h; inhibition, % at 10 µM; AID 2071; in the data active means inhibition mostly above about 24%, no sharp cut-off; inactive means mostly below about 32%; further: some compounds called inactive have numbers as strong as hits
# IDE cell activ: activators of human insulin-degrading enzyme in cells | HEK cells, FAbeta-B cleavage, fluorescence polarization; 0% vehicle, 100% cell-free pure enzyme wells | activation, % at 5.96 µM | 340,000 tested, 0.073% active;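 active means activation above the mean of all tested compounds plus 3 SD, set per screening campaign, cut at about 17% in these data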
# PHOSPHO1 inh: blocks human PHOSPHO1 phosphatase activity. Q8TCT1. recombinant PHOSPHO1, absorbance phosphatase assay. inhibition, % at 13.3 µM. 290,000 tested, 1.1% active. AID 1565; in the data active means inhibition above about 60%
# Target sequence (Q8TCT1 whole entry, looked up): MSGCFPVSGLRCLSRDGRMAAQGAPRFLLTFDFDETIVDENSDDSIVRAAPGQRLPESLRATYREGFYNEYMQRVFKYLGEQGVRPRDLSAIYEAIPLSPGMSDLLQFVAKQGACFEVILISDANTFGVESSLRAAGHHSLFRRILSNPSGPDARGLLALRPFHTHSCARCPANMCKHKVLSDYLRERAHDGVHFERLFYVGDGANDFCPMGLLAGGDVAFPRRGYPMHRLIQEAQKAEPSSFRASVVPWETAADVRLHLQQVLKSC
# GPR7 antagonist: human neuropeptides B/W receptor 1 antagonism; GPR7-expressing cells, fluorescence antagonist assay; inhibition, % at 4.4 µM; P48145; 290,000 tested, 1.1% active; in the data active means inhibition above about 16%, passing the limit was not always enough;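 further: cells stimulated with the agonist NPW; 0% = agonist with vehicle and 100% = vehicle without agonist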
# Target sequence (P48145 whole entry, looked up): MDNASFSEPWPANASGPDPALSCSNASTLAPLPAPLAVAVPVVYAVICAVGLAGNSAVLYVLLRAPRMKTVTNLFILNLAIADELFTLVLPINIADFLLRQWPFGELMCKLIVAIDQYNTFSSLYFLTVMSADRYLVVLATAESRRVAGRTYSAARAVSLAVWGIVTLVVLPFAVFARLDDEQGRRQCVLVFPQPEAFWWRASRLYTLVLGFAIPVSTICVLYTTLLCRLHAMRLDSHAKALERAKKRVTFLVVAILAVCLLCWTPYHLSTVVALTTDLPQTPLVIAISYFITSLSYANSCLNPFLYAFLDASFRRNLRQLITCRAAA
# VIM-2 inh: inhibitors of Pseudomonas aeruginosa VIM-2 metallo-beta-lactamase; purified VIM-2, nitrocefin hydrolysis, epi-absorbance fluorescence; inhibition, % at 5.6 µM; 290,000 tested, 0.89% active; AID 1527;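 active means inhibition above the mean of all tested compounds plus 3 SD, cutoff set per screening run, cut at about 7.5% in these data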;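 further: red hydrolysis product quenches plate fluorescence so inhibitors raise well fluorescence; 0% = enzyme with DMSO and 100% = DMSO without enzyme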
# IMP-1 inhibitor: blocks Pseudomonas aeruginosa IMP-1 metallo-beta-lactamase. inhibition, % at 5.6 µM. purified IMP-1, nitrocefin hydrolysis, epi-absorbance fluorescence. 290,000 tested, 0.45% active. AID 1556;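 active means inhibition above the mean plus 3 SD of all compounds in the same screening run, cut at about 4.5% in these data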;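 further: 0% = IMP-1 with DMSO and 100% = DMSO wells lacking enzyme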
#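 system = purified recombinant IMP-1 beta-lactamase | amount = 0.2 nM IMP-1, as dispensed | medium = HEPES buffer pH 7.1 with ZnSO4 and Brij 35 | times = 25 °C, 15 min preincubation, 25 min reaction | detection = plate fluorescence quenching by hydrolysis product, ex 480/em 530 nm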
# * marks the source's active call; other numbers are inactive results; nt = no result given.
# Preview (two entries):
p-CIP stab down	IDE inh	PfM18AAP inh	NALP1 yeast inh	IDE cell activ	PHOSPHO1 inh	GPR7 antagonist	VIM-2 inh	IMP-1 inhibitor	Molecule
5	nt	-2	18	1	20	-8	0.4	-1.5	Cc1cccc(NC(=O)NCC2CC2)c1
-15	3	1	16	3	8	-13	-3.5	-3.4	COc1cccc(C(=O)Nc2cc(NC(=O)c3cccs3)ccc2C)c1OC

# The listing, from the first entry:
p-CIP stab down	IDE inh	PfM18AAP inh	NALP1 yeast inh	IDE cell activ	PHOSPHO1 inh	GPR7 antagonist	VIM-2 inh	IMP-1 inhibitor	Molecule
5	nt	-2	18	1	20	-8	0.4	-1.5	Cc1cccc(NC(=O)NCC2CC2)c1
-15	3	1	16	3	8	-13	-3.5	-3.4	COc1cccc(C(=O)Nc2cc(NC(=O)c3cccs3)ccc2C)c1OC
-23	6	-3	24	-1	-18	1	-3.1	-5.1	COCCn1c(=NC(=O)/C=C/c2ccccc2Cl)sc2cc(NC(C)=O)ccc21
-2	-4	-7	14	2	13	2	1.6	-3.0	O=S(=O)(NCc1cccnc1)c1cccn1-c1ncc(C(F)(F)F)cc1Cl
-13	-7	-16	6	-2	11	-6	-1.8	-2.3	COc1cc(NC(=O)CCn2c(=S)oc3ccccc32)cc(OC)c1OC
-15	0	6	10	3	1	-10	-3.0	-2.4	Cc1cc2oc(C(=O)Nc3ccc(S(=O)(=O)N4CCCC(C)C4)cc3)cc(=O)c2cc1Cl (centres undefined)
-10	3	-6	7	-2	28	1	-1.6	0.0	O=C1C(C=Nc2ccc(F)cc2)=C(O)c2ccccc21
1	-2	-2	24	3	-21	-7	-3.5	-1.8	Cc1c(C(=O)NC(C)c2ccncc2)oc2ccccc12 (centres undefined)
-7	2	1	43	-4	0	-8	-1.5	-2.5	O=C(Nc1nc(-c2ccc(Oc3ccccc3)cc2)cs1)C1=COCCO1
0	0	2	42	1	-14	-8	-0.8	-0.3	COc1ccc(C2C3=C(CC(C)(C)CC3=O)OC(N)=C2[N+](=O)[O-])cc1 (centres undefined)
0	0	7	23	-13	34	-11	-4.8	-4.0	COc1ccccc1NCC(=O)N/N=C/c1cccnc1
4	-3	10	8	7	22	-13	-3.6	-3.4	COc1ccc(NS(=O)(=O)c2ccc3c(c2)NC(=O)CC(=O)N3)cc1OC
-16	0	13	-34	1	18	-10	0.8	-1.9	Cc1ccc(NC(=O)c2cc(NC(=O)CCCC(=O)O)ccc2Cl)cc1Cl
-11	3	-8	4	0	-6	-3	-1.6	-1.3	O=C(CCN1C(=O)c2ccccc2C1=O)N1CCCCCC1
-3	-1	-8	-12	5	-4	-3	1.4	-2.1	COc1ccccc1-n1ccnc1SCC(=O)NCc1ccco1
-1	1	-6	26	2	-1	-9	-2.0	-0.8	CCn1nnnc1-c1ccc(OC)c(S(=O)(=O)Nc2ccc(OC)cc2)c1
-4	-3	1	10	0	3	2	0.1	-0.6	COc1ccccc1OCC#CCNC1CCCCC1C (centres undefined)
5	-6	3	-3	-1	36	-13	-1.7	-1.8	COc1ccc(C(C)(C)C)cc1NC(=O)C1CCCO1 (centres undefined)
-19	15	0	19	-3	-2	1	2.0	1.8	Cc1ccc(N=Nc2[nH]c3ccccc3c2O)cc1
-26	2	-10	-20	2	28	-3	-3.5	-3.2	Cc1c(NC(=O)c2ccc(N3C(=O)C4C5C=CC(C5)C4C3=O)cc2)c(=O)n(-c2ccccc2)n1C (centres undefined)
-48	4	2	13	8	37	-9	-2.2	-0.7	CC(Sc1nc(=O)cc(N)n1CCc1ccccc1)C(=O)NCc1ccccc1 (centres undefined)
-12	-4	-5	13	2	47	1	-1.7	-1.3	CCOC(=O)C1(CC2CCCCO2)CCN(S(=O)(=O)c2ccccc2)CC1 (centres undefined)
-16	0	-16	18	6	19	9	0.3	-1.0	CC(=O)c1cc2c(cc1NC(=O)Cn1nc(-c3ccc(F)cc3)ccc1=O)OCO2
-39	2	33*	9	-1	25	-18	-4.3	-3.9	O=C1CC(c2ccccc2)=NN1c1nc(-c2ccccc2)cs1
-14	2	11	-20	-5	-19	-1	1.4	-0.3	CCSCCOC(=O)C1=C(C)NC(=O)NC1c1ccc2c(c1)OCO2 (centres undefined)
-12	2	-1	6	3	27	-9	2.6	-2.4	Cc1cc(C(=O)Nc2ccncc2)ccc1[N+](=O)[O-]
-18	-1	6	-2	-4	-5	-4	-3.0	-3.2	CC1=C(C(=O)OCC(C)C)C(c2ccccc2Cl)NC(=O)N1C (centres undefined)
-26	-1	13	17	11	26	22*	-3.1	-1.8	CCC(C)NCCOc1ccc(C(C)(C)c2ccccc2)cc1 (centres undefined)
-6	-1	-1	-7	-2	-13	-4	-2.5	-4.9	Nc1c(C(=O)Nc2ccc3c(c2)OCCO3)nnn1CCc1ccccc1
9	4	-1	27	0	-15	3	-3.7	0.5	O=C(CSc1ccc(-c2ccc(Cl)cc2)nn1)Nc1ccc2c(c1)OCCO2
-1	6	-9	6	7	-8	-2	4.0	0.1	CCn1c(C)c(C(C)=O)c(N2CCCC2)nc1=S
-16	2	-3	17	2	1	-9	-4.3	-3.9	Cc1[nH]n(-c2ccccc2)c(=O)c1/C=N/NC(=O)c1ccoc1C
-8	4	-4	nt	-9	-13	13	-0.5	-3.5	O=c1[nH]c(NCc2ccco2)nnc1Cc1ccccc1Cl
6	-5	-1	17	2	4	-4	0.7	-0.8	Cc1nc2cc(NC(=O)Nc3ccc(Br)cc3)ccc2o1
-1	4	1	8	-7	28	3	0.5	-3.4	COc1ccc(C(=O)c2ccc(Br)cc2)cc1
-11	0	0	6	-5	-1	-11	1.2	-3.1	Cc1ccc(CNC(=O)CCc2nc(-c3cccs3)no2)cc1
4	4	-8	17	-1	2	2	2.2	-2.0	O=C(CSc1nnc(Cn2c(=O)sc3ccccc32)n1-c1ccccc1)N1CCCC1
2	1	-3	8	-3	-23	-6	-1.4	-2.8	CCOC(=O)c1c(-c2ccccc2)csc1NC(=S)NC
-13	-1	-3	-17	6	24	-6	-3.1	-2.4	COC(=O)C(C)N1C(=O)S/C(=C\c2cc(C)n(-c3ccccn3)c2C)C1=O (centres undefined)
3	3	2	-1	nt	48	-2	-1.2	-4.2	CN1C(=O)/C(=C/c2cccc(Cl)c2)Sc2ccc(C(=O)N3CCCC3)cc21
-8	5	2	7	3	28	9	-2.4	-1.4	Cc1cc(NC(=O)CN2CCN(c3ccccn3)CC2)ccc1Br
-2	-3	41*	-40	3	5	4	-5.6	-5.3	Nc1ccccc1N=Nc1ccccc1N
-6	4	-8	28	0	2	-3	-1.6	-2.2	COc1ccc(-n2c(SCC(=O)N3CCCC(C)C3)nnc2-c2cccnc2)cc1 (centres undefined)
-3	0	-6	31	0	-5	-5	-1.1	1.4	CN(C(=O)c1cccc(COc2ccc(Cl)cc2Cl)c1)c1ccccc1
-15	0	4	5	5	-22	-4	-1.4	-2.7	CCC(=O)c1ccc(/C=C/c2nc3ccccc3n2C)o1
-8	-1	-11	-10	1	38	-11	-0.2	-1.4	CCOC(=O)N1CCN(C(=O)c2oc3ccc(S(=O)(=O)N(CC)CC)cc3c2C)CC1
-6	4	-2	-2	6	10	4	-1.9	-0.9	Cn1c(=O)c2c(nc(CN3CCN(C(=O)c4ccco4)CC3)n2CCc2ccccc2)n(C)c1=O
10	0	1	3	7	6	-13	-1.4	-1.3	N#Cc1cccnc1N1CCC(C(N)=O)CC1
-2	0	-11	nt	1	4	-7	-2.4	-4.3	Cc1ccc(C(=O)OCc2nc(N)nc(Nc3ccccc3C)n2)cc1
-3	1	4	2	0	32	-10	-2.3	-1.7	O=C(O)c1cc(-c2ccccc2)n(-c2ccc(Cl)cc2)n1

# (more compounds)
p-CIP stab down	IDE inh	PfM18AAP inh	NALP1 yeast inh	IDE cell activ	PHOSPHO1 inh	GPR7 antagonist	VIM-2 inh	IMP-1 inhibitor	Molecule
-18	-1	9	1	-1	90*	-2	-2.6	-5.1	COC(=O)c1ccccc1NC(=O)c1sc(=S)n(C)c1N
-1	-6	10	18	4	-7	-10	-1.4	-4.5	COC(=O)c1ccc2nc(NC(=O)C(C)(C)C)sc2c1
-7	-1	3	6	nt	44	-9	-3.4	-2.0	COc1ccc2[nH]c(C(=O)Nc3cccc(C)n3)cc2c1
2	-3	5	5	1	15	-5	-2.3	-3.3	O=C(NNC(=O)c1cc2cc(OC(F)(F)F)ccc2[nH]1)c1cccc(C(F)(F)F)c1
-12	7	-8	4	5	-65	-10	-4.2	-3.7	O=C(Cn1nc(C(F)F)cc1C1CC1)N1CCCC1
-4	2	2	0	-1	7	-4	-4.0	-2.6	COc1ccc(NC(=O)c2cc(S(=O)(=O)N3CCS(=O)(=O)CC3)ccc2Cl)cc1
-10	-1	6	10	1	-21	-16	-5.5	-4.5	COC(=O)CN(c1nc(C)c(Br)c(OC)n1)S(=O)(=O)c1ccc(C)cc1
-3	5	3	nt	-3	43	-9	-2.0	-2.3	OC1CCCN(CC(O)COC(c2ccccc2)c2ccccc2)C1 (centres undefined)
-6	nt	14	-14	-4	nt	1	-0.2	-1.8	Cn1c(CSCc2ccc(F)cc2)n[nH]c1=S
-8	3	nt	-9	1	-14	nt	nt	nt	COc1ccc(CNS(=O)(=O)c2ccc(S(=O)(=O)N3CCCCC3)cc2)cc1
5	2	2	0	-7	5	-8	-3.9	-4.3	Cc1cc2c(cc1S(=O)(=O)CCC(=O)NCCc1ccccc1)OCC(=O)N2
7	-3	7	19	4	2	-8	3.2	-1.7	O=C1OC(Nc2cc(Br)cc3cccnc23)c2ccccc21 (centres undefined)
-1	0	13	32	10	-28	13	4.1	1.1	Cc1cc2ccccn2c1C(=O)c1ccncc1
-2	4	16	18	-7	-29	3	-1.7	-2.7	Cc1ccc(Nc2nc(CSc3nnc(-c4ccncc4)n3C)cs2)cc1
8	0	-3	nt	-3	nt	-7	-1.4	-2.4	Cc1cccc(NC(=O)CCCc2ccccc2)c1
-4	1	10	20	-2	-7	-2	-1.2	-3.2	CCc1cccc(CC)c1NC(=O)COC(=O)c1cccc(S(=O)(=O)N2CCc3ccccc3C2)c1
-2	-1	4	24	1	15	-4	-5.5	-2.8	COc1ccc(/C=N/NC(=O)Cn2cnc3ccccc3c2=O)cc1
-6	0	4	18	-2	15	-12	59*	-3.0	CN(C)CCCNc1ccc(-c2n[nH]c(=O)c3ccccc23)cc1[N+](=O)[O-]
-4	3	-8	14	-3	13	5	4.9	-1.6	CC(=O)Nc1ccc2c(c1)c1ccccc1n2C(C)=O
-1	-2	4	20	3	-11	-4	-2.2	-4.4	O=C(NCc1ccccn1)Nc1ccc2c(c1)OCO2
-2	1	3	10	2	8	0	-1.0	-2.0	CC(C)(C)NC(=O)CSc1nnc(NC(=O)CCc2ccccc2)s1
-12	-6	-4	7	4	28	-13	-2.8	-3.0	CCOC(=O)C1CCN(CC(O)COCc2cccs2)CC1 (centres undefined)
-1	10	-6	-2	0	nt	-16	-4.1	-2.1	COc1ccc(CNC(=O)N2CCN(c3ccc(F)cc3)CC2)cc1
-8	6	-1	24	3	-56	-8	-1.5	0.6	CC(NC(=O)Cc1ccccc1)c1ccc(F)cc1 (centres undefined)

# 3 of the entries above in order of their number in PHOSPHO1 inh, highest first.
canonical_smiles	PHOSPHO1 inh
CC(=O)Nc1ccc2c(c1)c1ccccc1n2C(C)=O	13
COc1ccc(NC(=O)c2cc(S(=O)(=O)N3CCS(=O)(=O)CC3)ccc2Cl)cc1	7
COC(=O)CN(c1nc(C)c(Br)c(OC)n1)S(=O)(=O)c1ccc(C)cc1	-21

# Screens deposited in PubChem BioAssay by several laboratories.

# The order is random (roughly 5.3% active in at least one column).
